# BLM inh – Bloom syndrome helicase (human) inhibition. AID 2528. P54132. recombinant BLM DNA unwinding, fluorescence dequenching. Potency, µM (highest dose often 56.1 µM), for the others: at the top dose activity change, negative = inhibition, actives largely listed as inhibitors. 350,000 tested, 0.2% active;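 also: potency is read from the fitted curve at half-maximal effect; plate controls were vehicle for no effect and no enzyme for full effect; nearly all actives have a fitted effect of over 35% in size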
# PGK inhibitor – inhibitors of T. brucei phosphoglycerate kinase | P07378 | PGK/GAPDH coupled, Kinase-Glo luminescence, 60 min | Potency, µM (series often up to 57.5 µM), for inactives: at the highest dose activity change, negative = inhibition, usual class: inhibitors | 380,000 tested, 0.043% active | AID 602233; also: potency is read from the fitted curve at half-maximal effect; % is scaled to controls: 0 for no effect and ±100 for the full control effect; nearly all actives have a fitted effect of over 60% in size
# Target sequence (P07378 whole entry, looked up): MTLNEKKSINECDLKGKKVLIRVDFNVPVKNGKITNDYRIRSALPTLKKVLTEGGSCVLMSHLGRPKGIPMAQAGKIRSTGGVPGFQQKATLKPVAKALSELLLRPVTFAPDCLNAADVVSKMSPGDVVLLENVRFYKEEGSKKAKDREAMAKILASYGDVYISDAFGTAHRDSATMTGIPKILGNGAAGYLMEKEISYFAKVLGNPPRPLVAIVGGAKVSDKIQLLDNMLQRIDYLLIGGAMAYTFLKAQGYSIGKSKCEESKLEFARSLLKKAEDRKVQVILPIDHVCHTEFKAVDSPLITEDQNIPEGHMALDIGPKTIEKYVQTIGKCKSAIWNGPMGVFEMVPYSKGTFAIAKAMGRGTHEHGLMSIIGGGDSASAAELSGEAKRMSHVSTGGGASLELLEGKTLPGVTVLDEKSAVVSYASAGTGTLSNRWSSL
#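 Recombinant glycosomal PGK reaction used 1,3-bisphosphoglycerate generated in-well by GAPDH (100nM final) in 100mM TEA pH 7.6, 5mM MgCl2, 0.01% Tween-20. After 60 minutes at room temperature, ATP was read by Kinase-Glo Plus luminescence end-point.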
# POLK inh – inhibitors of human DNA polymerase kappa. Q9UBT6. 400,000 tested, 0.53% active. AID 588579. purified Pol kappa, fluorescent DNA synthesis assay, 10 min. Potency, µM (titrated, usually from 107 µM), inactives show at the highest dose activity, negative = inhibition, usual class: inhibitors; also: potency is read from the fitted curve at half-maximal effect; % is scaled to controls: 0 for no effect and ±100 for the full control effect
#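 Activity was followed as the change in fluorescence between reads at 0 and 10 min after starting the reaction with 50 nM substrate. Beforehand, 10 nM polymerase had been preincubated with compound for 15 min at room temperature.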
# RXFP1 antagonist – antagonists of human relaxin receptor RXFP1 | activity change, negative = inhibition, % at 57.5 µM | HEK293-RXFP1, relaxin-stimulated cAMP HTRF, 30 min; hits give low values | 350,000 tested, 0.59% active | Q9HBX9;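 active = activity change of -60% or lower, but not beyond a set lower limit; inconclusive = change between -60% and -40%, or beyond the set limit; inactive = change above -40%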; also: % is scaled to controls: 0 for no effect and ±100 for the full control effect
# Pol iota inh – inhibitors of human DNA polymerase iota. Q9UNA4. Pol iota fluorescent replication assay, 10 min. Potency, µM (highest dose often 115 µM), inactives show at the top dose activity, negative = inhibition, hits mostly inhibitors. 390,000 tested, 1% active. AID 588590; also: potency is read from the fitted curve at half-maximal effect
#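 Pol iota at 10 nM preincubated 15 min with compounds at room temperature; reaction started with fluorescent substrate, 50 nM final. Fluorescence read kinetically at 0 and 10 min; buffer-only wells as negative control.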
# POLB inh – DNA polymerase beta (human) inhibition | P06746 | Pol beta primer extension/strand displacement, fluorescence kinetic | Potency, µM (highest dose often 114 µM), for inactives: at the highest dose activity change, negative = inhibition, usual class: inhibitors | 340,000 tested, 1.3% active | AID 485314; also: potency is read from the fitted curve at half-maximal effect; % is scaled to controls: 0 for no effect and ±100 for the full control effect
#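 Values derive from four-parameter Hill fits of normalized kinetic data: reads at 0 and 10 min following addition of 50 nM substrate to 10 nM Pol beta preincubated 15 min with compound.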
# APE1 inh – APE1 (human) endonuclease inhibition | P27695 | recombinant APE1, TAMRA/BHQ-2 abasic DNA cleavage fluorescence | Potency, µM (series often up to 65.8 µM), inactives show top-dose activity change, negative = inhibition, hits mostly inhibitors | 350,000 tested, 0.35% active | AID 2517;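 also: potency is read from the fitted curve at half-maximal effect; plate controls were vehicle for no effect and reference inhibitor for full effect; nearly all actives have a fitted effect of over 55% in size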
# Target sequence (P27695 whole entry, looked up): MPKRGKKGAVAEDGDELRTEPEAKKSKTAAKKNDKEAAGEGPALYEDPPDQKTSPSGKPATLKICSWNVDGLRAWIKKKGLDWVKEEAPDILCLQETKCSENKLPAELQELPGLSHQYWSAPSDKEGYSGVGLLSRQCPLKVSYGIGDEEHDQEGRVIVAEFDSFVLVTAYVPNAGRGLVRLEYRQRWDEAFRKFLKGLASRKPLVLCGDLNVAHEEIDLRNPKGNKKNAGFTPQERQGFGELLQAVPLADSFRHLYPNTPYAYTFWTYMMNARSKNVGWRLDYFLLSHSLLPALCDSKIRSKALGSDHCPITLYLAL
#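 Quantitative HTS: incision of a TAMRA/BHQ-2 double-stranded substrate bearing a tetrahydrofuran abasic site by 0.75 nM APE1 raises fluorescence. Substrate 50 nM final, added after 15 min compound preincubation at room temperature; progress as third-minus-first kinetic read difference.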
# Anesthetic bind – candidate novel general anesthetic via apoferritin binding; P02791; apoferritin/1-aminoanthracene competitive binding, fluorescence; Potency, µM (series often up to 77.5 µM), inactives show top-dose activity change, negative = displacement, most hits filed as inhibitors; 350,000 tested, 0.074% active; AID 485281; also: potency is read from the fitted curve at half-maximal effect; % is scaled to controls: 0 for no effect and ±100 for the full control effect; nearly all actives have a fitted effect of over 20% in size
# Target sequence (P02791 2-175 limits assumed): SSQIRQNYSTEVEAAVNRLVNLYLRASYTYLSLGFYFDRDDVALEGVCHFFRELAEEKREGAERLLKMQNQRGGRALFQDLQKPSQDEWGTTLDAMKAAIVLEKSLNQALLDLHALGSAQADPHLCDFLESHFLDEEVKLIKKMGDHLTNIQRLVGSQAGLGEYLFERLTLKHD
#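 In PBS, apoferritin at 10 uM is loaded with 1-AMA from a 50% saturated solution. After 10 min of compound exposure at ambient temperature, reduced 535 nm fluorescence indicates probe displacement.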
# POLH inh – blocks human DNA polymerase eta activity. Potency, µM (doses to about 114 µM), without a hit: top-dose activity change, negative = inhibition, most hits filed as inhibitors. AID 588591. recombinant Pol eta, fluorescent DNA replication assay. Q9Y253. 390,000 tested, 1.2% active; also: potency is read from the fitted curve at half-maximal effect; % is scaled to controls: 0 for no effect and ±100 for the full control effect
#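 Pol eta (10 nM) was preincubated with compounds for 15 min at room temperature, after which fluorescent replication substrate (50 nM final) was added to start the reaction. Fluorescence was read kinetically at 0 and 10 min.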
# * = called active by the depositor; i = inactive; ? = inconclusive; · = not tested or not shown; & = joins results of further samples; [ ] = dose if it differs, or a comment. Unless noted, calls follow the shape of the dose curve; as a rule, active = well fitted curve in the direction sought with a large enough effect; inconclusive = small, poorly fitted or top-dose-only effect, or another doubt; inactive = no such curve, though single readings can be large; an effect the other way counts as inactive or inconclusive. An excerpt; the hit share may differ from the screen's.
SMILES,BLM inh,PGK inhibitor,POLK inh,RXFP1 antagonist,Pol iota inh,POLB inh,APE1 inh,Anesthetic bind,POLH inh
Cc1ccccc1OCc1nnc(SCC(=O)NC2CCCCC2)o1,4%,-8%,-14%,-33,34%[activator],17%,14%,-1%,-14%
COc1ccc2cc(C(=O)N3CCC(Cc4ccccc4)CC3)[nH]c2c1,-2%,-2%,-1%,-4,-6%,-1%,5%,6%,-8%
Cc1ccc(/C=N/n2c(=O)c(C(C)(C)C)nn3cnnc23)cc1,-5%,-4%,-17%,1,-15%,13%,0%,3%,-2%
CC(=O)c1cccc(Nc2nc(-c3ccccc3)nc3ccccc23)c1,0%,0%,-14%,-6,83%[activator],17%,3%,-6%,-9%
CC(=O)CSc1nnc(-c2ccc3c(c2)OCO3)o1,5%,i,-5%,-6,7%,2%,4%,-4%,4%
Cc1cccc(-n2c(SCC(=O)N3CCN(c4ccccn4)CC3)nnc2N2CCOCC2)c1,·,i,-8%,-4,10%,·,2%,·,-17%
Cc1ccc2cc(C#N)c(SCC(=O)Nc3ccc4sc(C)nc4c3)nc2c1,4%,·,·,·,·,23%,0%,-11%,·
CCc1ccccc1Nc1nc(N)nc(CSc2nnnn2C)n1,0%,-1%,-7%,-10,-13%,20%,-2%,-2%,-4%
COc1cccc(-c2ncc3ccccc3c2COC(=O)N2CCOCC2)c1,·,-1%,5%,·,35%[activator],·,14%,·,-20%
CCC(Oc1ccccc1)C(=O)O/N=C(\N)c1ccc(OC)c(OC)c1 (stereo not drawn),-7%,3%,-11%,-20,-20%,16%,5%,-1%,-11%
CCOc1ccc(-c2cn3c(n2)sc2cc(C(=O)N4CCCC(C)C4)ccc23)cc1 (stereo not drawn),-7%,i,8%,-24,-1%,5%,·,-8%,-19%
Cc1ccc(C2C3=C(CCCC3=O)Nc3nc(SCC(=O)NCc4ccco4)[nH]c(=O)c32)cc1 (stereo not drawn),-3%,5%,-15%,3,-3%,6%,-5%,-1%,?
O=C(CN1C(=O)/C(=C/c2ccccc2Cl)SC1=S)NC1C=CS(=O)(=O)C1 (stereo not drawn),-8%,-11%,-23%,-61*,?,?,26%,?,?
O=C(Nc1ccccc1C(=O)N1CCOCC1)C1CCC(=O)N1C1CCCC1 (stereo not drawn),-4%,14%,-9%,-5,-3%,2%,0%,5%,-4%
CCc1ccc(NC(=S)N(CCCN2CCOCC2)Cc2ccccn2)cc1,-3%,-8%,-6%,-5,115%[activator],5%,7%,-2%,-3%
COc1ccc(OCC(=O)N/N=C(/C)Cc2ccccc2)cc1,-3%,i,-6%[60.1 µM],-2,87%[activator],-1%,-5%,-20%,-10%
CC(OC(=O)c1ccc2ccccc2n1)C(=O)Nc1ccc(N2CCOCC2)cc1 (stereo not drawn),-2%,-15%,-9%,-5,?,1%,-2%,?,-9%
COc1cccc(-n2c(C)n[nH]c2=O)c1,0%,i,-6%,-2,16%,14%,-2%,-4%,-5%
CCCCCOc1ccc(/C=c2\sc3nc(=O)c(-c4ccccc4)nn3c2=O)cc1OC,0%,-5%,-19%,-5,7%,-8%,?,5%,-3%
CCOC(=O)N1CCC(NC(=O)c2cc(C(=O)Nc3ccc(OC)c(OC)c3)ccc2CO)CC1,0%,-1%,5%,-1,-5%,14%,-2%,-5%,-8%
COc1ccc(CCC(=O)OCC(=O)Nc2sccc2C(N)=O)cc1,·,-10%,-17%,-4,?,·,9%,·,-4%
COc1cc2c(cc1OC)C(C(=O)NCCN(C)C)C(c1cccs1)N(C)C2=O (stereo not drawn),-2%,-2%,-1%,7,14%,-2%,-5%,-3%,0%
COCCNC(=O)Cn1ncc2c(C)n(Cc3ccc(C)cc3)c(C)c2c1=O,2%,1%,-20%,-16,8%,?,·,-6%,0%
O=C(Nc1ccccc1C(F)(F)F)N1CCN(c2ccc3nnc(-c4ccc(F)cc4)n3n2)CC1,23%&-4%,-8%&6%,6%&-7%,-14,16%&1%,?,-5%,-26%&-5%,-2%&-12%
CC(C)(C)c1ccc(C(=O)Nc2nnc(SCC(=O)NCC3CCCO3)s2)cc1 (stereo not drawn),-7%,-3%,-5%,-1,4%,-12%,21%,-9%,4%
# Further results
SMILES,BLM inh,PGK inhibitor,POLK inh,RXFP1 antagonist,Pol iota inh,POLB inh,APE1 inh,Anesthetic bind,POLH inh
O=C(CN1CCOCC1)N1c2ccccc2Sc2ccccc21,0%,-3%,5%,6,20%,38%,-5%,-7%,-14%
COc1ccc(Cn2nnc3c(C)n[nH]c(=O)c32)cc1,1%,-9%,6%,4,9%,28%,-10%,-10%,-19%
O=C(NCCc1ccc(Cl)cc1)C1CCN(S(=O)(=O)N2CCCC2)CC1,-3%,1%[11.5 µM],-10%,-3,2%,10%,-1%,-11%,-1%
CC1CC(C)(C)NC(=S)N1CCCC(=O)Nc1ccc(F)c(F)c1 (stereo not drawn),-4%,4%,-5%,24,-6%,6%,1%,-10%,-4%
Cc1csc2nc(COC(=O)c3cccc(NC(=O)c4cccc(Cl)c4)c3)cc(=O)n12,?,9%,-14%[60.1 µM],9,-8%,?,·,48%[activator],-12%
Cc1ccc(C(=O)NCC(=O)Nc2ccc(S(=O)(=O)Nc3cc(C)nc(C)n3)cc2)cc1,·,-3%,-8%,3,-16%,·,6%,·,-1%
Cn1nccc1NC(=O)Nc1cccc([N+](=O)[O-])c1,-2%,-9%,-9%,9,-15%,3%,1%,2%,-9%
OC(COCC1COc2ccccc2O1)CN1CCN(c2ccccn2)CC1 (stereo not drawn),-5%,-1%&-8%,-7%&-2%,-3&-3,?,0%,-4%,-8%,-23%&-7%
CCOC(=O)C1=C(N)n2c(s/c(=C\c3cccnc3)c2=O)=C(C(=O)OC)C1c1cccnc1 (stereo not drawn),·,-5%,-8%,-2,13%,·,·,·,1%
Cc1cc(=O)oc2c1c(C)nn2-c1ccc(C(=O)OC(C)C)cc1,-9%,·,·,·,·,0%,0%,24%,·
O=C(CSc1ccc2ccccc2c1)Nc1ncccn1,-13%,-1%,-9%,8,8%,0%[57.1 µM],14%,-5%,-10%
COc1ccccc1CNC(=O)CCC1N=C2c3ccccc3N=C(SCC(=O)NCCc3ccc(OC)c(OC)c3)N2C1=O (stereo not drawn),-8%,-8%,-3%[60.1 µM],-7,5%,?,·,7%,-2%
Nc1ccc2nc(CCc3ccccc3)[nH]c2c1,1%,-7%,-19%,-11,15%,-20%,7%,-6%,-20%
O=S(=O)(Nc1cccc(-n2cnnn2)c1)c1ccc(Cl)cc1,0%,-3%,-17%,16,29%,-8%,18%,-11%,-3%
O=C(O)c1ccccc1/C=N/NC(=S)NCc1ccccc1,6%,-9%,6%,-7,29%,0%,4%,-5%,-4%
Oc1cccc(-c2nc3ccc4ccccc4c3c3c2CCC3)c1,-7%,-2%,-4%,-2,?,7%,-14%,?,-11%
N=C1C(c2nc3ccccc3s2)=C(O)CN1NC(=O)c1ccco1,-8%,-11%,-35%,-5,?,25µM*,?,-6%,-4%
COc1cccc([C@@H]2CC=C(C(=O)O)[C@H](c3ccc(F)cc3)N2S(=O)(=O)c2ccc(C)cc2)c1,·,8%,-4%,·,16%,·,10%,·,-22%
CS(=O)(=O)NCc1nnc(SCc2ccc(C(F)(F)F)cc2)o1,-1%,i,5%,-12,36%[activator],38%,16%,-11%,-18%
COc1ccc2oc(C(=O)OCC(=O)N(C)C3CCCCC3)c(C)c2c1,·,i,-16%,·,-11%,·,8%,·,-13%
CCN1C(=O)C2(C(C#N)=C(N)Oc3c2c(C)nn3-c2ccccc2)c2ccccc21 (stereo not drawn),-4%,9%,-12%,4,14%,26%,3%,-21%,-17%
Cc1oc(-c2cccc(Cl)c2)nc1CN1CCC(C(=O)NC2CC2)CC1,-3%,7%,7%,-14,16%,3%,8%,1%,5%
CCOC(=O)c1ccc(NC(=O)CC2Nc3ccccc3NC2=O)cc1 (stereo not drawn),-8%,-4%,-4%,-3,42%[activator],17%,·,-4%,-2%

# Molecules from the list above with an aryl thioether with sulfur outside any ring:
SMILES,BLM inh,PGK inhibitor,POLK inh,RXFP1 antagonist,Pol iota inh,POLB inh,APE1 inh,Anesthetic bind,POLH inh
Cc1ccccc1OCc1nnc(SCC(=O)NC2CCCCC2)o1,4%,-8%,-14%,-33,34%[activator],17%,14%,-1%,-14%
CC(=O)CSc1nnc(-c2ccc3c(c2)OCO3)o1,5%,i,-5%,-6,7%,2%,4%,-4%,4%
Cc1cccc(-n2c(SCC(=O)N3CCN(c4ccccn4)CC3)nnc2N2CCOCC2)c1,·,i,-8%,-4,10%,·,2%,·,-17%
Cc1ccc2cc(C#N)c(SCC(=O)Nc3ccc4sc(C)nc4c3)nc2c1,4%,·,·,·,·,23%,0%,-11%,·
CCc1ccccc1Nc1nc(N)nc(CSc2nnnn2C)n1,0%,-1%,-7%,-10,-13%,20%,-2%,-2%,-4%
Cc1ccc(C2C3=C(CCCC3=O)Nc3nc(SCC(=O)NCc4ccco4)[nH]c(=O)c32)cc1 (stereo not drawn),-3%,5%,-15%,3,-3%,6%,-5%,-1%,?
CC(C)(C)c1ccc(C(=O)Nc2nnc(SCC(=O)NCC3CCCO3)s2)cc1 (stereo not drawn),-7%,-3%,-5%,-1,4%,-12%,21%,-9%,4%
O=C(CSc1ccc2ccccc2c1)Nc1ncccn1,-13%,-1%,-9%,8,8%,0%[57.1 µM],14%,-5%,-10%
CS(=O)(=O)NCc1nnc(SCc2ccc(C(F)(F)F)cc2)o1,-1%,i,5%,-12,36%[activator],38%,16%,-11%,-18%

# Assay outcomes from PubChem BioAssay.
